Polio RdRp inh: poliovirus RNA polymerase inhibition; P03300; poliovirus polymerase elongation, fluorescence polarization; hits give low values; % elongation, % (compound at 16.7 µg/mL); 150,000 compounds, 0.66% hits; AID 588519; in the data active = % elongation below about 90%; note: some results filed as inactive read as strong as hits
Target sequence (P03300 1749-2209 limits assumed): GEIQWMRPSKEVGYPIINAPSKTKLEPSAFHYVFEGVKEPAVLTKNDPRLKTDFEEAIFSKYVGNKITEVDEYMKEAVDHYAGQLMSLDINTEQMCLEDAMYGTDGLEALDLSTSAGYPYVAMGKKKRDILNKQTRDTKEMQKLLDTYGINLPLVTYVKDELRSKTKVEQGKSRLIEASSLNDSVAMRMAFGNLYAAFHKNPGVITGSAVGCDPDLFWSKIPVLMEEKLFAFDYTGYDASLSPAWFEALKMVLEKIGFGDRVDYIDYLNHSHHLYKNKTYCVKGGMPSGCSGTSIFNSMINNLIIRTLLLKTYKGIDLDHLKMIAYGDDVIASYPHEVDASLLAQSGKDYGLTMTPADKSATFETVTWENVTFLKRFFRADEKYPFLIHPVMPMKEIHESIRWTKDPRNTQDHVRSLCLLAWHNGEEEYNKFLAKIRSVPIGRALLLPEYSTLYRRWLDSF
Polio RdRp inh FP z-score: recorded beside Polio RdRp inh, whose call it bears; z-score; measured here: FP z-score; hits read low
Active calls of the source: *; & = joins results of further samples.

SMILES	Polio RdRp inh	Polio RdRp inh FP z-score
CC(C)(C)C(=O)NC(c1ccccc1)c1c(O)ccc2ccccc12 (stereo unspecified)	99	-0.9
CCc1nnc(NC(=O)C2CCCCC2)s1	101	0.5
O=C(O)C1CCN(S(=O)(=O)c2ccc(Cl)cc2)CC1	93	-0.7
O=C(NC1CC1)c1ccc(-c2ccccc2)cc1	103	0.1
Cc1ccccc1C(=O)NCc1ccc2c(c1)CCO2	103	0.4
CNC1CCC(C(F)(F)F)N(C)C1=O (stereo unspecified)	104	0.2
CCc1ccc(N(CC(=O)N=Nc2c(O)[nH]c3ccccc23)S(C)(=O)=O)cc1	101	-0.3
O=C(C1CC1)N1CCc2cc(Br)cc(S(=O)(=O)NCCc3ccccc3Cl)c21	102	0.3
CN(CCOc1ccccc1)Cc1nc2ccsc2c(=O)[nH]1	105	0.5
CCn1c(CNC(=O)c2ccc(OC)cc2)nnc1SCC(=O)Nc1ccc(OC)cc1	102	-0.1
O=C(Nc1ccccc1)Nc1ccc(NC(=O)c2ccccc2O)cc1	105	0.2
N#Cc1cccc(NC(=O)CCNS(=O)(=O)c2ccc3c(c2)CCN3C(=O)C2CC2)c1	108	0.1
O=C(CCC1CCCCC1)Nc1cc(Cl)ccc1N1CCOCC1	105	0.2
CN(C)c1ccc(-n2c(CCC(=O)O)ccc2-c2ccccc2)cc1	104	-0.1
COc1ccc(N(Cc2cc3cc(OC)ccc3[nH]c2=O)C(=O)c2cccc(Cl)c2)cc1	119	0.3
CC(OCCCN)c1ccccc1 (stereo unspecified)	99	-0.6
CCN(CC)C(=S)NC(=S)c1ccc(C)cc1	115	2.6
Cc1cc(C)n2nc(SCC(=O)Nc3ccc(O)cc3)nc2n1	104	0
COc1ccc(-c2cc(-c3ccccc3)nc(SCC(=O)N3CCCCC3)c2C#N)cc1	90	-1.2
c1ccc2c(c1)C(=NN1CCOCC1)c1ccccc1-2	106	0.5
O=C(NCC1CCN(Cc2ccc(F)cc2)CC1)c1cc2ccc3cccnc3c2[nH]1	101	-0.8
O=C(NCc1ccccn1)c1cc(-c2ccccc2F)no1	103	0.5
O=C(/C=C/c1cn(CC(O)CN2CCCCCC2)c2ccccc12)c1ccccc1 (stereo unspecified)	109	0.4
CN(Cc1ccco1)C(=O)CSc1nnc(Cc2ccccc2)o1	109	-0.1
Nc1ncc(S(=O)(=O)NCc2cccc(Cl)c2)cn1	111	0.7
CCc1ccccc1NC(=O)Cn1nnc(C(=O)Nc2ccc(C)c(F)c2)c1N	114	0.8
COc1ccccc1Nc1nn2c(=O)c3ccc(C(=O)N4CCCCC4)cc3nc2s1	97	-1.8
Cc1cc(C)cc(C(=O)OCC(=O)Nc2cccc(C(F)(F)F)c2)c1	102	0.1
O=C(CCSCc1cnn(-c2ccccc2)c1-n1cccc1)NCC1CCCO1 (stereo unspecified)	103	-0.4
CNC(=O)c1c(C)nc(SCC(=O)Nc2ccccc2Cc2ccccc2)c(C#N)c1-c1ccco1	101	0
CCOC(=O)c1c(NC(=O)c2cc(CC)on2)sc(C)c1C	90*	-2*
CCCN1CCC(NCCc2ccccc2OC)CC1	102	0.6
Cc1ccc(CNC(=O)CSCc2nc(-c3cccc(C)c3)oc2C)cc1	107	0.2
O=C(CSc1ccccc1C(=O)O)NCCc1ccccc1	101	-0.2
COc1ccc(OC)c(C2NC(=O)NC(C)=C2C(=O)Nc2cc(C)cc(C)c2)c1 (stereo unspecified)	111	0
C#CC1(NC(=O)NC(=O)c2ccccc2Cl)CCCCC1	107	1.4
Cc1ccc2c(=O)cc(C(=O)Nc3c(C)cccc3C)oc2c1	108	0.2
COc1cccc(-n2cc(C(=O)Nc3ccc(C)cn3)c3ccccc3c2=O)c1	99	-1.8
Cc1ccc(NC(=O)N2CCc3cc(S(=O)(=O)N4CCC(C)CC4)ccc32)cc1	107	0
CCCCCOC(=O)CSc1ncnc2c1sc1nc(N3CCOCC3)c3c(c12)CCCC3	106	0.5
CCOc1ccc(C(=O)NN2CCN(C)CC2)cc1	100	0
CC(=O)NS(=O)(=O)c1ccc(N)cc1	100&100	0.1&0
O=C(CSCc1ccc(Br)cc1)N1CCCC1	101	0.1
CC1CCN(CCCNC(=O)C2(S(=O)(=O)c3ccc(Cl)cc3)CC2)CC1	101	0
CCOC(=O)c1cccc(NC(=O)C2CCCN(S(=O)(=O)c3ccc4c(c3)oc(=O)n4C)C2)c1 (stereo unspecified)	110	0.7
COc1ccc(NC(=O)C2=C(C)Nc3nc(SCc4ccccc4C)nn3C2c2cc(OC)c(O)c(OC)c2)cc1 (stereo unspecified)	109	0.9
CSc1nnc2ccc(-c3cccnc3)nn12	99	-1.2
CCc1ccccc1NC(=O)C(Cc1cccc(OC)c1)c1nn[nH]n1 (stereo unspecified)	101	-0.1
COC(=O)C1=C(CSc2nccn2C)NC(=O)NC1c1ccc(OC)cc1 (stereo unspecified)	102	0.1
CCC(=O)N1CCc2cc(Br)cc(S(=O)(=O)N3CCCC(C(=O)Nc4cccc(C)c4C)C3)c21 (stereo unspecified)	104	-0.5
COc1ccccc1CNC(=O)CSCc1nc(-c2ccccc2F)oc1C	100	-0.3
Cn1c(=O)c(C2=NN=C3NNC(c4ccccc4)C32)c(O)c2ccccc21 (stereo unspecified)	102	-0.2
O=C(O)CC1(CC(=O)NC2CCN(Cc3ccccc3)CC2)CCCC1	104	1
CC(=O)Nc1cccc(C(=O)OCC(=O)Nc2nnc(-c3ccccc3)o2)c1	117	1.8
Cn1c(=O)n(C)c2cc(CNC3CCCCC3)ccc21	102	0.2
Clc1cccc(Cl)c1CSCc1cc2ccccc2o1	99	-0.5
Cc1cc(C)n(CCc2nnc(N)s2)n1	104	0.8
O=C(CN1C(=O)c2ccccc2C1=O)Nc1ccccc1C(=O)O	102	0
CCOc1ccc(NS(=O)(=O)c2ccc3c(c2)NC(=O)CCS3)cc1	99	-0.6
CN(c1ccccc1)c1nc(-n2ccnc2)nc(-n2ccnc2)n1	105	0.2

13 entries already listed, sorted by number of heavy atoms, low to high:
SMILES	Polio RdRp inh	Polio RdRp inh FP z-score
CC(=O)NS(=O)(=O)c1ccc(N)cc1	100&100	0.1&0
Cc1cc(C)n(CCc2nnc(N)s2)n1	104	0.8
CSc1nnc2ccc(-c3cccnc3)nn12	99	-1.2
CCOc1ccc(C(=O)NN2CCN(C)CC2)cc1	100	0
Clc1cccc(Cl)c1CSCc1cc2ccccc2o1	99	-0.5
CN(c1ccccc1)c1nc(-n2ccnc2)nc(-n2ccnc2)n1	105	0.2
CCOc1ccc(NS(=O)(=O)c2ccc3c(c2)NC(=O)CCS3)cc1	99	-0.6
CCc1ccccc1NC(=O)C(Cc1cccc(OC)c1)c1nn[nH]n1 (stereo unspecified)	101	-0.1
Cn1c(=O)c(C2=NN=C3NNC(c4ccccc4)C32)c(O)c2ccccc21 (stereo unspecified)	102	-0.2
CC(=O)Nc1cccc(C(=O)OCC(=O)Nc2nnc(-c3ccccc3)o2)c1	117	1.8
CCCCCOC(=O)CSc1ncnc2c1sc1nc(N3CCOCC3)c3c(c12)CCCC3	106	0.5
CCC(=O)N1CCc2cc(Br)cc(S(=O)(=O)N3CCCC(C(=O)Nc4cccc(C)c4C)C3)c21 (stereo unspecified)	104	-0.5
COc1ccc(NC(=O)C2=C(C)Nc3nc(SCc4ccccc4C)nn3C2c2cc(OC)c(O)c(OC)c2)cc1 (stereo unspecified)	109	0.9

More compounds.
SMILES	Polio RdRp inh	Polio RdRp inh FP z-score
COc1ccc(-c2nnc(SCC(=O)N3CCC(c4ccccc4)=N3)n2CC2CCCO2)cc1 (stereo unspecified)	98	-0.6
O=c1sc(Nc2ccc(Cl)c(Cl)c2)nc2ccccc12	103	0.7
COC(=O)c1cc(NC(=O)[C@H](CCS(C)(=O)=O)N2Cc3ccccc3C2=O)cc(C(=O)OC)c1	100	-1.5
COc1ccccc1C(=O)Nc1ccc(C(O)(C(F)(F)F)C(F)(F)F)cc1	104	0.4
Cc1ccc2cc3cc(C(=O)NCCCN4CCN(Cc5ccccc5)CC4)oc3nc2c1	101	0.2
COc1ccc(C(c2c(O)cc(C)n(Cc3ccco3)c2=O)N2CCN(c3ccccc3)CC2)cc1 (stereo unspecified)	111	0.5
O=C(CSc1ccc(-c2ccccn2)nn1)Nc1ccccc1	106	2
O=C(c1sc2ccccc2c1Cl)N1CCc2ccccc21	104	0.1
O=c1[nH]nc(-c2cccs2)cc1CC1CCCCC1	104	0.1
Cc1cc(NC(=O)CSc2nc(-c3ccccc3C)nc3c2c(=O)n(C)c(=O)n3C)no1	110	0.6
O=C(Cc1noc2ccccc12)NCc1ccccc1	99	-1.3
CN(C)c1cccc(C(=O)Nc2nc3ccc(S(=O)(=O)NC(C)(C)C)cc3s2)c1	110	0.7
Cc1c2cnn(CC(=O)NCc3ccc(Cl)cc3)c(=O)c2c(C)n1Cc1ccc(F)cc1	112	1.1
O=C(NCCc1ccc(Cl)cc1)c1cc(=O)[nH]c2ccc(Br)cc12	102	0.1
CCn1c(=O)c(=O)[nH]c2cc(C(=O)NC3CCCc4ccccc43)ccc21 (stereo unspecified)	103	0

3 compounds out of the list, ordered by heavy-atom count, smallest number first:
SMILES	Polio RdRp inh	Polio RdRp inh FP z-score
O=C(Cc1noc2ccccc12)NCc1ccccc1	99	-1.3
Cc1c2cnn(CC(=O)NCc3ccc(Cl)cc3)c(=O)c2c(C)n1Cc1ccc(F)cc1	112	1.1
COc1ccc(-c2nnc(SCC(=O)N3CCC(c4ccccc4)=N3)n2CC2CCCO2)cc1 (stereo unspecified)	98	-0.6

Next part.
SMILES	Polio RdRp inh	Polio RdRp inh FP z-score
CC(C)n1nnnc1SCC(=O)c1ccc2c(c1)OCCO2	100	-0.5
COc1ccccc1CNC(=O)c1cn(C2CCCC2)c(=O)c2c1c1ccccc1n2C	99	-1.3
CCN(C(=O)CSc1ncnc2ccccc12)c1ccccc1	98	-1.3
COc1ccc(CN2CCN(Cc3ccccc3C)CC2)cc1	100	-0.6
CC1=C(C(=O)N2CCN(c3cc(C)ccc3C)CC2)C2(CCC(C)CC2)OC1=O (stereo unspecified)	104	-0.4
COc1cn(-c2ccccc2)nc1C(=O)NCc1ccc(C)cc1	95	-0.6
CC1(C)Cc2cccc(OCCNC(=O)c3cnccn3)c2O1	101	-0.6
C/C(=N\OCc1ccc(C#N)cc1)c1ccc2c(c1)OCCO2	102	-0.1
O=C(Nc1ccccc1)c1c[nH]c(=O)n(-c2ccccc2)c1=O	103	0.6
CCC(C)N=Cc1c(O)[nH]c(=S)[nH]c1=O (stereo unspecified)	100	0.1
S=C1NCN(Cc2ccccc2)CN1CC1CCCO1 (stereo unspecified)	103	0.4
Cc1ccccc1OCC(=O)Nc1nnc(SCc2cc(=O)n3cc(Cl)ccc3n2)s1	107	0.2
COc1ccc(-n2ccnc(NCCc3ccc(S(N)(=O)=O)cc3)c2=O)cc1Cl	103	-0.8
CCOc1ccc(/C=C/c2nc(C#N)c(Nc3ccc(OC)cc3)o2)cc1	111	0.8
COc1ccc(N=Cc2c(N3CCCC3)nc3c(C)cccn3c2=O)cc1	106	0.5
O=C(Cn1ccccc1=S)c1ccccc1	102	0.3
COc1ccc(S(=O)(=O)Nc2cc(C)cc(C)c2)cc1	103	0
COCCNC(=O)CSc1nnc(NC(=O)Nc2ccc(C)cc2)s1	110	1
CC1CCN(S(=O)(=O)c2ccc3[nH]ccc3c2)CC1	104	-0.8
Cc1ccc(N2C(=O)CC(c3ccccc3F)C3=C2COC3=O)cc1Cl (stereo unspecified)	105	0.3
Cc1ccc(N2C(=O)C(Cc3ccccc3)N=C2N2CCC(C)CC2)cc1 (stereo unspecified)	101	0.3
CSc1nc2ccc(NC(=O)CCc3ccccc3)cc2s1	109	0.7
O=C(NCC(O)c1ccccc1)Nc1ccccc1 (stereo unspecified)	107	0.3
Cn1c(C(=O)Nc2cccc(C(F)(F)F)c2)cc2c(=O)oc3ccccc3c21	102	0.3
CCOC(=O)C1CCN(C(=O)c2cn(-c3ccccc3)nc2-c2cccnc2)CC1	103	0.1
CN1CCc2nc3sc(C(=O)Nc4cccc(C#N)c4)c(N)c3cc2C1	103	-0.1
N#CCn1c(COC(=O)c2cn(-c3ccccc3)nc2-c2ccc(F)cc2)nc2ccccc2c1=O	103	0.3
Cc1[nH]nc2c1C(c1ccco1)N(C)C2=O (stereo unspecified)	101	-0.5
COc1ccc(Cn2ccc3nc(C)c(C(=O)NCc4ccc(F)cc4)cc3c2=O)cc1	107	0.3
COC(=O)c1ccccc1NC(=O)c1noc2c1CSc1ccccc1-2	107	-0.1
O=C(COc1ccc(Cl)cc1)n1cnnc1	109	0.6
Cc1cc(C(=O)N=c2sccn2Cc2ccc(Cl)cc2Cl)on1	103	0.3
CN(C)/C=C/C(=O)c1cc(F)cc(F)c1O	96	-1.2
CCOC(=O)c1c(N)n(-c2cccc(OC)c2)c2nc3ccccc3nc12	122	3.2
CC(C)NC(=O)CCc1nnc2n(Cc3ccccc3)c(=O)c3ccccc3n12	102	0.1
COC(=O)c1ccc(Oc2ccc(Cl)cc2)nc1	98	-0.9
O=S(=O)(c1ccccc1)N1C2C=CC(C2)C1(C(F)(F)F)C(F)(F)F (stereo unspecified)	102	0
CCOc1ccc(-c2cc3c(=O)n(CC(=O)NCc4ccc(OC)cc4)ccn3n2)cc1	109	0.5
Cc1ccc(/C(O)=C2\C(=O)C(=O)N3c4ccccc4OC(=O)C23O)cc1 (stereo unspecified)	104	0.9
CCCCOC(=O)c1ccc(NC(=O)CSc2nc3c(c(=O)[nH]2)CCC3)cc1	111	0.8
CC1=NN2C(=N)/C(=C/c3cn(CCOc4c(C)cccc4C)c4ccccc34)C(=O)N=C2S1	103	0.3
Cc1oc(S(=O)(=O)N2CCCC2)cc1-c1nc(-c2ccc(F)cc2)no1	110	1.6
CCN(c1ccccc1)S(=O)(=O)c1ccc(NC(=O)c2nc(S(C)(=O)=O)ncc2Cl)cc1	114	-0.1

A portion of the library; count on the stated rates, not on these rows.
